SRC1 inh: human NCOA1 inhibition | HEK293 GAL4-SRC1 luciferase reporter, luminescence | inhibition, % at 3.6 µM | actives 0.12% (n = 360,000) | AID 588354;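 active = inhibition above the campaign mean plus 3 SD, with each screening campaign given its own cutoff, cut at about 60% in these data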;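 note: 0% = DMSO treated cells and 100% = gossypol at 36 µM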
LMP1 NFkB inh: Epstein-Barr LMP1 NF-kappaB reporter inhibition | LMP1-induced NF-kappaB luciferase reporter cells, luminescence | inhibition, % at 12.5 µM | actives 0.69% (n = 350,000) | AID 504558; in the data active = inhibition above about 41%;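 note: 0% = neutral control wells and 100% = reference inhibitor control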
TLR9-MyD88 inh: blocks human TLR9 binding to MyD88 | Q9NR96+Q99836 | CHO BLA complementation TLR9-MyD88, CCF4 FRET ratio | inhibition, % at 4.98 µM | actives 0.21% (n = 340,000) | AID 504734;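 active = inhibition above the mean over all tested compounds plus 3 SD, cut at about 21% in these data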;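 note: 0% = DMSO only wells and 100% = clavulanate BLA inhibitor control wells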
SRC2 inh: inhibits human steroid receptor coactivator 2; HEK293 GAL4-SRC2 luciferase reporter, luminescence; inhibition, % at 9 µM; AID 651957; actives 0.17% (n = 370,000);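 active = inhibition above the mean inhibition of all tested compounds plus 3 SD, set per campaign, cut at about 52% in these data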;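 note: 0% = DMSO treated cells and 100% = cells given Gossypol at 36 µM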
COUP-TFII inh: NR2F2 (human) inhibition, primary screen; P24468; HEK293T NGFI-A luciferase reporter, luminescence; inhibition, % at 8.6 µM; actives 0.7% (n = 370,000); AID 686940;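 active = inhibition above a per-plate cutoff, mean inhibition of test wells between control levels plus 3 SD, cut at about 38% in these data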;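 note: cells cotransfected with COUP-TFII expression vector driving the NGFI-A reporter; 0% = median of COUP-TF2 test wells and 100% = reporter-only cells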
NCOA3 inh: inhibits human SRC3 coactivator. actives 0.17% (n = 360,000). HEK293 GAL4-SRC3 luciferase reporter, luminescence. Q9Y6Q9. AID 588352. inhibition, % at 3.6 µM;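 active = inhibition above a per-campaign cutoff, the mean of all compounds plus 3 SD, cut at about 60% in these data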;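 note: 0% = DMSO-treated cells and 100% = gossypol-treated cells at 36 µM; higher means less SRC3-driven luciferase light from the GAL4 reporter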
ABHD5 PLIN5 PPI: inhibitors of human ABHD5-perilipin-5 interaction | Q00G26+Q8WTS1 | inhibition, % at 4 µM | actives 0.78% (n = 360,000) | Split G. princeps luciferase complementation, luminescence, 4 h;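 active = inhibition above the mean inhibition across every tested compound plus 3 SD, cut at about 22% in these data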;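 note: 0% = DMSO only wells and the 100% control is not disclosed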
Target sequence (Q00G26 whole entry, looked up): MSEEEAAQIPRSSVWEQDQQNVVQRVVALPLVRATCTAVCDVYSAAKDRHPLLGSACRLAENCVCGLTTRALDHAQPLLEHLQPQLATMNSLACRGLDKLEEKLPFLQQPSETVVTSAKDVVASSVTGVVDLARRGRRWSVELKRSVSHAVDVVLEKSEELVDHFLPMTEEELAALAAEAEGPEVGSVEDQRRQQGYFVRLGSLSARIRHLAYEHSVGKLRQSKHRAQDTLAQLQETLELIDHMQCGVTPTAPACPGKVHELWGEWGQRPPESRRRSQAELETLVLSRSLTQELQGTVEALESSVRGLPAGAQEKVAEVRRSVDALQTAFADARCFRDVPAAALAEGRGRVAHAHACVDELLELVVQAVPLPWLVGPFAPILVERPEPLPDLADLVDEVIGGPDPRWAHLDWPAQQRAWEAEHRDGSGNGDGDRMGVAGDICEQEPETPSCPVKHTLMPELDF
Target sequence (Q8WTS1 whole entry, looked up): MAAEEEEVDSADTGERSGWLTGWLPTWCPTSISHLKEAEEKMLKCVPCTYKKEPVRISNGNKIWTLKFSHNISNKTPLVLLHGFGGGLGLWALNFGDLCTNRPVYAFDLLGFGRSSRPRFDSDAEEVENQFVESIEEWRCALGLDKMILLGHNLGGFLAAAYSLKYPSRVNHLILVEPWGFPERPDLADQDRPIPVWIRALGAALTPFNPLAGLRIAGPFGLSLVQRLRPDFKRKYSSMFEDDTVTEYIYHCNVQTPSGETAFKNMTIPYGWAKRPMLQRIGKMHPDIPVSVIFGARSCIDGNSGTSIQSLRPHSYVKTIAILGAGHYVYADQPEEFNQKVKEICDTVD
MC4R barr agon: human MC4R agonism via beta-arrestin; P32245; U2OS MC4R beta-arrestin complementation, luminescence; percent of melanotan II response, DMSO zero; activation, % at 8.9 µM; actives 0.98% (n = 360,000);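 active = activation above a per-plate cutoff, the mean activation of sample wells on that plate plus 3 SD, cut at about 8% in these data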
NOD2 RIPK2 PPI: NOD2-RIPK2 protein interaction inhibition. O43353. CHO BLA complementation NOD2-RIPK2, CCF4 ratio. inhibition, % at 4.98 µM. actives 0.38% (n = 360,000). AID 624267; in the data active = inhibition above about 21%;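 note: 0% = vehicle only and 100% = reference blocker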
NR5A2 inv ag: inverse agonists of human LRH-1 (NR5A2); actives 0.13% (n = 360,000); O00482; HEK293T StAR-luciferase reporter, LRH-1 transfected, 24 h; inhibition, % at 3.6 µM;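 active = inhibition above the mean inhibition of all tested compounds plus 3 SD, cut at about 73% in these data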;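 note: 0% = DMSO wells and 100% = reporter-only cells lacking LRH-1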
MC4R antag cAMP: antagonists of human melanocortin 4 receptor (MC4R); inhibition, % at 6.5 µM; actives 0.48% (n = 360,000); MC4R-expressing cells, MTII-stimulated cAMP, LANCE TR-FRET;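 active = inhibition above its plate's cutoff, the mean of tested wells on that plate plus 3 SD, cut at about 29% in these data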;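 note: 0% = Melanotan II alone and 100% = Melanotan II plus saturating MCL0020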
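system = U2OS cells with stable human MC4R expression | also added = Melanotan II challenge after compound preincubation | dosing = one concentration, 6.5 µM nominal | incubation = compound 30 min, challenge 1 h, detection 1 h | measured by = TR-FRET with Eu-cAMP and labeled anti-cAMP, 671 nm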
* = called active by the depositor; / = not tested or not shown. Only part of the results is shown; the hit share may differ from the screen's.

SMILES	SRC1 inh	LMP1 NFkB inh	TLR9-MyD88 inh	SRC2 inh	COUP-TFII inh	NCOA3 inh	ABHD5 PLIN5 PPI	MC4R barr agon	NOD2 RIPK2 PPI	NR5A2 inv ag	MC4R antag cAMP
COc1ccccc1C(=O)N/N=C(\C)c1ccc(NC(=O)C2CC2)cc1	-10.1	-1.6	-3.3	-21.0	3.1	12.5	10.8	0.7	3.2	-25.9	6.0
O=C(NC(=S)Nc1cccc(Cl)c1N1CCOCC1)c1cccs1	-8.3	-2.7	-0.9	9.4	-7.5	6.1	-2.1	-1.9	-2.2	12.1	6.4
O=C(COc1ccc(F)cc1)Nc1nnc(-c2ccncc2)s1	-13.8	4.0	-5.1	-1.8	6.8	-2.1	-3.0	-2.4	-10.8	-9.7	1.8
COc1cccc(C=Nc2cc(C(C)C)c(O)cc2C)c1O	-7.5	2.2	-5.3	0.5	1.6	20.1	19.6	-0.4	-11.8	20.5	-6.7
COc1ccc(C=C(c2nc3ccccc3s2)c2nc3ccccc3s2)cc1O	1.3	-107.2	-4.4	-2.9	11.0	4.6	-8.9	-1.8	8.2	8.9	-11.2
CC(=O)Nc1cc(-c2ccc(CO)cc2)cn2c(-c3cccc(C(F)(F)F)c3)cnc12	11.3	/	/	13.2	3.8	6.0	-0.7	18.6*	1.4	-22.9	9.2
Cn1cnc(S(=O)(=O)Nc2ccccc2C(=O)NCC2CC2)c1	-4.0	-23.6	1.2	-31.4	1.3	13.6	1.5	-0.7	-17.3	7.1	-2.2
CSc1ccccc1-c1nnc(-c2ccccc2)o1	-105.8	-28.0	4.7	-47.9	-57.8	-89.1	2.8	-0.6	-2.3	-130.7	10.1
CCCN1CCC(=O)N([C@H](CSc2ccccc2)CC(C)C)CC1	-49.0	-26.3	-6.3	-93.3	-29.8	-56.7	-4.3	-0.7	2.2	-56.1	1.1
O=c1oc(-c2cccs2)nc2ccccc12	-0.7	-1.2	3.4	-15.3	-17.2	-34.9	7.6	3.1	2.1	10.4	-7.2
O=C1CCCN2N=C(SCC(=O)Nc3cccc(F)c3)SC2=N1	-17.5	8.8	11.3	8.1	35.0	-3.7	0.6	-2.5	-4.4	8.6	6.5
Cc1ccsc1/C=N/NC(=O)CNC(=O)c1c(F)cccc1Cl	9.4	-4.2	6.2	-3.0	6.2	5.0	-3.4	-2.4	5.8	-1.9	12.0
COC(=O)c1cc(=O)nc(NN=Cc2ccco2)s1	3.3	/	/	-9.8	-9.6	-5.6	5.0	/	-9.4	-20.4	/
CN(C)S(=O)(=O)c1cccc(NC(=O)COC(=O)c2cc(=O)[nH]c(=O)[nH]2)c1	-10.7	-1.3	-4.8	-7.0	2.8	14.4	-1.1	-0.4	9.9	3.2	11.3
Cc1ccc(NC2CC(=O)N(CCc3ccccc3)C2=O)cc1 (configuration not stated)	9.6	26.8	-9.6	5.0	-28.2	-10.0	-4.8	0.2	-4.3	-3.7	5.7
Cc1ccc(CNC(=O)C2CC(=O)N(C3CCCCCCC3)C2)cc1 (configuration not stated)	-10.5	-1.7	4.7	-1.4	-4.4	0.1	4.0	0.4	-0.8	2.1	5.7
COc1ccc(S(=O)(=O)N(C)C[C@H]2OCCCC[C@@H](C)Oc3ccc(N(C)C)cc3C(=O)N([C@H](C)CO)C[C@@H]2C)cc1	-0.9	-9.0	-3.9	6.4	2.3	-20.8	-9.6	0.2	-0.7	-7.1	9.3
COc1ccc(C2C(C#N)=C(N)OC3=C2C(=O)CCC3)cc1Cn1nc(C)c([N+](=O)[O-])c1C (configuration not stated)	-11.6	-0.4	6.0	-8.7	-6.1	8.8	5.2	5.0	-14.8	-29.0	1.9
COc1ccccc1OCc1cc(C(=O)NCCN2CCCC(O)C2)no1 (configuration not stated)	11.5	0.1	9.5	4.8	-18.3	0.5	-1.1	-2.4	-5.8	20.0	6.3
Cc1ccc(C(=O)OCC(=O)NNC(=O)c2ccccc2)c(O)c1	2.8	1.4	-1.6	-35.6	-32.8	4.1	1.4	-3.5	-0.9	-16.4	14.0
Cc1nc(CN2CCOCC2)cc(=O)[nH]1	-1.2	0.2	-4.8	-10.0	-11.9	-16.8	1.7	-0.1	-2.1	-12.8	7.8
CCCC(C)NC(=O)c1cc(Cl)ccc1OC (configuration not stated)	-46.2	-13.7	-2.0	8.0	12.4	-3.0	-1.1	0.1	-8.3	14.1	7.8
Cc1ccc(C(=O)Nc2ccccc2N2CCCCC2)cc1[N+](=O)[O-]	-6.9	-0.2	-3.4	-10.8	-14.9	16.3	5.0	-2.8	-5.4	25.0	-0.2
COC(=O)C1CCN(C(=O)COC(=O)c2cc([N+](=O)[O-])ccc2N2CCOCC2)CC1	-13.3	-4.9	4.9	7.0	4.1	-11.1	1.5	1.0	5.2	-20.3	-0.9
O=C(NCc1ccc(Cl)c(Cl)c1)c1cc(C2CCCCN2C(=O)c2ccccn2)on1 (configuration not stated)	-8.8	/	/	9.6	5.7	-19.3	-4.7	0.7	-1.1	1.9	3.9
COc1cc(NC(=O)C(F)(F)F)cc(OC)c1	6.7	5.3	1.7	0.6	-9.5	2.5	1.2	-0.7	-7.3	1.6	1.4
Cc1ccc(CN2CCN(Cc3cn[nH]c3-c3ccccc3)CC2CCO)o1 (configuration not stated)	-14.9	5.3	-5.7	-14.4	4.5	-13.0	12.2	-0.1	1.6	7.0	1.3
O=C(CCNS(=O)(=O)c1cccc(Cl)c1)OCC(=O)N1CCN(C(=O)c2ccco2)CC1	-5.5	-0.8	-15.4	1.9	-5.5	-51.8	3.9	0.5	3.4	10.2	10.9
COc1ccc(CN(C)C(=O)C(Cc2ccccc2)NC(=O)c2ccccc2)c(OC)c1 (configuration not stated)	8.4	5.5	-8.4	-1.3	6.7	-0.7	-8.6	1.6	-5.5	-6.3	-3.3
Cc1ccc(Cn2c(CN3CCOCC3)nc3c2c(=O)[nH]c(=O)n3C)cc1	-8.3	3.2	-5.0	6.1	-12.9	-13.1	-12.2	1.4	-6.7	4.3	20.2
Cc1ccc(C(CC(=O)O)NC(=O)CCNC(=O)c2ccco2)cc1 (configuration not stated)	-18.0	1.4	14.7	-9.3	-7.3	8.0	14.2	2.3	15.2	16.1	9.4
CCN1C(=O)[C@H]2[C@@H](c3ccc(-c4ccc5c(c4)OCO5)cc3)N[C@@](Cc3ccccc3)(C(=O)OC)[C@H]2C1=O	-15.5	-6.9	-1.2	5.7	2.8	-2.7	0.9	1.3	7.6	36.9	4.4
CC1=NOC(=O)/C1=C\c1ccc(-c2ccc(Cl)cc2Cl)o1	-13.4	2.9	-11.4	-18.1	-6.4	2.8	2.2	-1.1	-8.4	-15.0	-0.1
CCOc1ccc(CCNC(=O)Nc2cccc(OC)c2)cc1OCC	-22.0	0.0	2.0	24.2	10.8	5.6	-3.6	0.8	-6.6	-2.8	7.1
CC1(C)Cc2c(cnn2-c2ccccc2)C(=O)/C1=N\NC(=O)c1ccccc1O	-6.1	-33.8	0.3	-13.4	-6.1	3.7	1.7	-2.8	-11.5	-10.7	9.9
CCCc1ccc2oc(C(=O)NCc3nnc(C)o3)c(C)c2c1	-101.4	-28.8	-1.1	-30.3	-52.1	-105.3	-5.6	1.4	4.9	-81.5	8.6
CSc1ccccc1NC(=O)CN(c1cc(C)cc(C)c1)S(C)(=O)=O	-14.3	-9.5	8.6	-3.0	4.5	0.2	-1.8	0.7	-1.7	6.7	-0.2
O=C(Nc1ccc(Cl)cc1)N1CCCN(Cc2ccc(F)cc2)C1	-9.7	-32.4	5.3	5.2	-21.3	6.4	11.3	0.8	4.4	-1.9	0.5
C/C(Cl)=C\Cn1c(O)c(N=O)c2ccccc21	0.4	11.4	21.3*	13.4	-2.9	8.0	-14.6	1.2	19.0	6.1	2.5
Fc1ccc(N2CCN(Cc3ccccn3)CC2)cc1	-0.7	2.2	-1.2	-2.0	-0.2	11.3	1.8	-4.3	-10.3	5.5	15.9
CC(=O)OC1CCC2C3CCC4=CC(=O)CCC4(C)C3CCC2(C)[C@]1(C)O (some centres not stated)	6.0	0.1	4.0	9.6	2.0	13.4	-1.8	0.7	-6.6	-0.4	2.7
CC(=O)N1CCN(c2ccc(NS(=O)(=O)c3ccc(C)cc3)cc2)CC1	-12.2	0.4	3.4	-38.5	9.9	-3.8	1.3	-1.7	-2.6	1.0	-4.4
COc1ccccc1Cc1c(-c2ccc(Cl)cc2)nc2ccc(Br)cn12	-26.1	/	/	-105.9	-10.6	-18.5	-10.2	/	2.7	-54.4	/
COc1ccc(NS(=O)(=O)c2cccc(C(=O)NCC(c3ccccc3)N(C)C)c2)cc1 (configuration not stated)	-17.6	0.0	2.7	29.4	0.9	-40.6	-4.7	-2.8	-5.9	9.2	-2.8
COc1ccccc1Cn1c(C)nnc1-c1cnn(C)c1N	5.0	-3.4	2.6	18.8	5.8	19.6	7.3	2.1	-2.0	6.3	-7.9
CCN(CC)C1=N/C(=C\c2ccc(OC)cc2)C(=O)N1c1ccccc1	1.7	11.6	-1.2	-9.5	-46.0	-6.6	-4.1	0.1	-7.5	-87.2	0.3
O=C(Nc1nc2ccccc2s1)C1CC(=O)N(c2ccc(Br)cc2)C1 (configuration not stated)	6.3	6.8	-6.5	6.1	-10.6	6.0	-6.2	1.6	0.7	11.8	2.7
CC1(C)OC(=O)N(c2ccccn2)C1(C)O (configuration not stated)	6.3	-8.2	4.4	-7.9	15.0	-14.8	-6.6	-1.1	-2.9	2.0	-1.9
COc1ccc(NC(=S)N2CCN(C(=O)c3ccco3)CC2)c(OC)c1	-5.2	2.9	14.0	4.0	13.5	9.4	-0.3	-0.5	-6.1	7.3	3.1
O=C(COC(=O)c1ccc(S(=O)(=O)N2CCOCC2)cc1)NC1CCCCCC1	-15.9	-7.5	-3.9	16.6	7.6	13.6	-3.8	-2.4	-0.8	-19.1	10.8
Cc1ccc(-c2cc3nc(NCCOc4ccccc4Cl)n(C)c(=O)c3s2)cc1	-9.4	/	/	7.0	-1.7	-4.3	-9.4	-1.7	-5.6	-14.6	-0.2
CC(C)c1nc2cc(C(=O)N3CCNC(=O)C3c3cccc(F)c3)ccc2o1 (configuration not stated)	-3.3	-17.6	3.2	-7.1	-9.9	-24.0	-0.1	-2.7	0.2	-8.0	15.2
O=C(NCCCN1CCCCC1)c1ccc(CS(=O)c2ccc(F)cc2)o1 (configuration not stated)	-3.4	5.8	-5.1	-10.5	-10.5	-7.8	-2.6	-2.3	0.2	4.8	8.3

Looked up above.
`COc1ccccc1OCc1cc(C(=O)NCCN2CCCC(O)C2)no1` (configuration not stated) in TLR9-MyD88 inh is entered as 9.5
`COC(=O)c1cc(=O)nc(NN=Cc2ccco2)s1` in SRC2 inh is entered as -9.8

Compound activity: PubChem, several laboratories
